Screens (PubChem BioAssay)
ATXN2 expr inh – ATXN2 expression inhibition; HEK-293 ATXN2-luciferase reporter, luminescence, 24 h; Potency, µM (highest dose often 57 µM), for the others: at the highest dose activity change, negative = inhibition, usual class: inhibitors; 360,000 compounds, 0.72% hits; AID 1745845; also: potency is read from the fitted curve at half-maximal effect; % is scaled to controls: 0 for no effect and ±100 for the full control effect; nearly all actives have a fitted effect of over 55% in size
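ATXN2-luciferase reporter cells (luciferase flanked by upstream and downstream ATXN2 gene portions) were treated 24 h at 37 °C with compounds at up to 57 uM. SteadyGlo luminescence gave expression; GF-AFC fluorescence gave viability.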
KB-3-1 tox – kills parental KB-3-1 adenocarcinoma cells; KB-3-1 viability, CellTiter-Glo ATP luminescence, 72 h; Potency, µM (highest dose often 46.1 µM), inactives show top-dose activity change, negative = cytotoxic, actives largely listed as cytotoxic; 400,000 compounds, 1.4% hits; also: potency is read from the fitted curve at half-maximal effect; % is scaled to controls: 0 for no effect and ±100 for the full control effect; nearly all actives have a fitted effect of over 60% in size
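Cells are dispensed, compounds pinned in, plates held at 37 °C for 72 h, then CellTiter-Glo is added and luminescence read after 10 minutes. Cell line: parental KB-3-1 in phenol-red-free DMEM, 10% FBS.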
MCF10A rerep – inducers of DNA re-replication in MCF 10A breast cells; 350,000 compounds, 2.9% hits; AID 624296; Potency, µM (titrated, usually from 46.1 µM), for the others: at the top dose activity, positive = re-replication, hits mostly activators; MCF 10A DNA re-replication, Hoechst nuclear intensity, 48 h; also: potency is read from the fitted curve at half-maximal effect; % of control where 0% means no effect; nearly all actives have a fitted effect of over 50% in size
KB-V1 MDR tox – kills drug-selected multidrug resistant KB-V1 cells | KB-V1 MDR cells viability, CellTiter-Glo, 72 h | Potency, µM (top dose mostly 46.1 µM), for inactives: at the top dose activity change, negative = cytotoxicity, most hits filed as cytotoxic | 400,000 compounds, 3.4% hits | AID 1347076; also: potency is read from the fitted curve at half-maximal effect; % is scaled to controls: 0 for no effect and ±100 for the full control effect; nearly all actives have a fitted effect of over 60% in size
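Cells of the MDR subline KB-V1 are plated, dosed with compound at multiple concentrations, and incubated 72 h at 37 degrees C; CellTiter-Glo is then added and luminescence read after 10 min.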
S2 tox – cell viability loss in ATXN counter-screen; S2 cells (HEK-293 line with an ATXN2-luciferase reporter) viability, CellTiter-Fluor protease fluorescence, 24 h; Potency, µM (highest dose often 56.7 µM), actives largely listed as cytotoxic; 400,000 compounds, 0.49% hits; AID 651635; also: potency is read from the fitted curve at half-maximal effect; nearly all actives have a fitted effect of over 40% in size
IL-1B inflam inh – inflammasome signaling inhibition, IL-1 beta readout. THP-1 LPS/ATP IL-1B secretion, AlphaLISA, 16 h; stronger effect = lower value. activity change, % at 57.5 µM. 360,000 compounds, 4.7% hits; in the data active = activity change below about -50%; inconclusive = mostly about -30% to -49%; also: % is scaled to controls: 0 for no effect and ±100 for the full control effect
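Secreted IL-1B measured by AlphaLISA bead assay after 16 h compound exposure of THP-1 cells; compounds (final up to 57.5 uM) added 1 h before LPS (250 ng/mL) and ATP (1.25 mM) stimulation; lower signal means less secretion.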
HT1080-NT tox – kills 2HG-producing HT-1080-NT fibrosarcoma cells. HT-1080-NT fibrosarcoma viability, CellTiter-Glo ATP luminescence, 48 h. AID 686970. Potency, µM (doses to about 46.1 µM), for inactives: at the top dose activity, negative = less viability, usual class: cytotoxic. 360,000 compounds, 1.6% hits;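 also: NT is the 2HG producing partner of a matched IDH1 knockdown line; potency is read from the fitted curve at half-maximal effect; 0% = DMSO-treated cells and -100% = media-only wells without cells; nearly all actives have a fitted effect of over 55% in size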
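HT-1080-NT fibrosarcoma cells (2HG-overproducing), 750 cells/well in RPMI with 5% FBS, dosed after 2 h and incubated 48 h at 37C. CellTiter-Glo luminescence normalized to DMSO and no-cell wells; concentration-response curves fitted and classed.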
SW480 rerep – induces DNA re-replication in SW480 colon adenocarcinoma cells; Potency, µM (titrated, usually from 46.1 µM), inactives show top-dose re-replication activation, hits mostly activators; SW480 DNA re-replication, Hoechst DNA content imaging, 48 h; 340,000 compounds, 1.8% hits; also: potency is read from the fitted curve at half-maximal effect; % of control where 0% means no effect; nearly all actives have a fitted effect of over 55% in size
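Cells (250 per well) received 23 nL compound or DMSO by pin tool and were kept 48 hr at 37 C, 5% CO2. Nuclei were then stained with Hoechst for 40 min and scanned for DNA content.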
HT1080 IDH1KD tx – kills HT-1080 cells with IDH1 knockdown; 360,000 compounds, 2% hits; Potency, µM (top dose mostly 46.1 µM), for the others: top-dose activity, negative = toxicity, hits mostly cytotoxic; HT-1080 IDH1 knockdown viability, ATP luminescence, 48 h;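 also: potency is read from the fitted curve at half-maximal effect; 0% = DMSO wells and -100% = cell-free medium wells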
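Knockdown cells (IDH1KD HT-1080) received compounds 2 h after plating at 750 cells/well and were kept 48 h at 37 °C in 5% FBS RPMI. A CellTiter-Glo luminescence read gave % activity for curve fitting.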
Numbers without * were called inactive; i = inactive; ? = inconclusive; . = no result given; [ ] = dose if it differs, or a comment. Unless noted, calls follow the shape of the dose curve; as a rule, active = well fitted curve in the direction sought with a large enough effect; inconclusive = small, poorly fitted or top-dose-only effect, or another doubt; inactive = no such curve, though single readings can be large; an effect the other way counts as inactive or inconclusive.

SMILES	ATXN2 expr inh	KB-3-1 tox	MCF10A rerep	KB-V1 MDR tox	S2 tox	IL-1B inflam inh	HT1080-NT tox	SW480 rerep	HT1080 IDH1KD tx
CCCn1c(NC(=O)c2ccc(C)cc2)nc2ccccc21	11%	?	?	?	i	0	-5%	?	-10%
C(=N\Nc1ncnc2nc[nH]c12)/c1cccs1	17%	20%	5%	0%	i	-74*	-8%	-10%	-4%
O=C(C1CCC(CNS(=O)(=O)c2ccccc2)CC1)N1CCCCC1 (configuration not stated)	-2%	-4%	-2%	-9%	i	32	-5%	-1%	-4%
COc1cc(C(=O)OCc2nc3ccsc3c(=O)[nH]2)c([N+](=O)[O-])cc1OC	-6%	-2%	0%	2%	i	23	-3%	0%	-2%
CO/N=C/C(C#N)=C/c1cc(C(=O)c2ccc(F)cc2)cn1C	0%	12%	-17%	-20%	i	-14	9%	-3%	-2%
O=[N+]([O-])c1ccc(O)c(C2CCCCC2)c1	?	?	?	?	?	?	15µM*	?	16µM*
Cc1ccc(C(=O)COc2cc(C)nc3nncn23)cc1	.	-2%	0%	7%	i	11	15%	-17%	10%
N#CCNC1CC(=O)N(c2ccc(F)cc2)C1=O (configuration not stated)	1%	3%	-13%	15%	i	-15	2%	-1%	7%
CCOCCn1c(CN2CCOCC2)nc2c1c(=O)[nH]c(=O)n2C	-19%	4%	-2%	?	i	-8	13%	3%	6%
O=C(c1ccco1)N1CCN=C1SCc1c(F)cccc1Cl	19%	0%	22%	?	i	-8	-11%	3%[9.22 µM]	-10%
CCC1(c2ccc(F)cc2)NC(=O)N(CC(=O)NCc2ccccc2Cl)C1=O (configuration not stated)	.	1%	1%	?	i	-4	16%	3%	0%
O=C(COc1ccc(Cl)cc1)NNC(=O)c1ccccn1	?	?	21%	0%	?	52	-10%	12%	?
O=C1CCCCCCC(=O)[C@H](O)C[C@H](c2ccccc2)O1	5%	6%	.	-1%	i	0	6%	.	-2%
COc1ccc(CN(C)CC(=O)Nc2cccc(S(=O)(=O)N(C)c3ccccc3)c2)c(OC)c1	-18%	.	-20%	.	?	4	-16%	11%	-20%
O=C1CCN(Cc2ccccc2)C=C1c1cccc(O)c1	5%	0%	?	0%	i	-22	0%	-68%	1%
O=C(c1cccnc1)N1CCC(Oc2ccc(C(=O)N3CCCC(O)C3)cc2)CC1 (configuration not stated)	5%	0%	?	2%	i	0	-2%	-141%[inhibitor]	16%
COc1ccc(/C=N/n2c(=O)[nH]c3c([nH]c4ccc(C)cc43)c2=O)cc1CN1CCOCC1	-6%	4%	4%	0%	i	0	5%	-7%	-2%
O=C(NCc1ccccc1Cl)c1cc2c(s1)-c1ccc(Cl)cc1SC2	0%	2%	.	22%	i	.	.	.	.
CCOC(=O)C1CCCN(C(=O)COc2ccc(C(=O)c3ccccc3)cc2)C1 (configuration not stated)	-16%	-12%	-2%	-9%	i	9	-10%	?	-15%
COc1ccc2nc3n(c(=O)c2c1)-c1ncccc1C(=O)NC3C (configuration not stated)	10%	10%	.	15%	i	26	15%	.	4%
CCc1nc2c(c(=O)c3ccccc3n2C)c(=O)n1C1CCCCCC1	?	0%	?	-34%	i	-7	-18%	11%	-22%
O=C1NC2(CCCCC2)C(=O)N1/N=C/c1ccc(O)cc1O	21%	0%	-7%	9%	i	-6	11%	0%	13%
O=C1CSC(c2ccc(F)cc2)N1c1ccccc1F (configuration not stated)	-25%	-1%	11%	-3%	?	-9	8%	-4%	11%
COc1cc(NC(=O)c2cc(Br)cc(C)c2OC)ccc1NC(=O)C(C)C	-11%	14%	4%	-9%	i	-18	-1%	4%	-25%
Cc1nc2nc(SCc3nc4ccccc4[nH]3)[nH]c2cc1Br	16%	-1%	?	-12%	i	27	0%	-6%	7%
CC(C)(C)c1nc(N)nc(=O)[nH]1	.	2%	1%	14%	i	-1	2%	-19%	1%
CCCc1nc2c(Cl)cc(C(F)(F)F)cn2c1Cc1ccc(OC)cc1C	4%	4%	.	?	i	44	-25%	.	-12%
O=C(CSc1nnc(-c2ccncc2)n1Cc1ccco1)Nc1ccccc1F	-7%	0%	-2%	18%	i	-8	0%	-6%	3%
CCCN(CC(=O)Nc1cccc(Br)c1)CC(=O)Nc1ccc(F)c(F)c1F	?	?	?	?	?	-92*	?	8%	?
COc1ccc(Cl)cc1NC(=O)CN(C1CCCCC1)S(C)(=O)=O	-2%	-7%	0%	-16%	i	-18	-5%	7%	4%
O=C(CSc1ncccn1)NCc1ccc(F)cc1	6%	-2%	-4%	-2%	i	20	14%	3%	-18%
CCCCCSc1nnc(-c2cc(Br)ccc2N)c(=O)[nH]1	-4%	0%	?	?	i	46	-2%	-7%	-1%
COc1cccc(NC(=O)c2csnn2)c1	21%	11%	.	12%	i	.	.	.	.
Cc1cc(C)cc(C(=O)OCC(=O)NCc2cccs2)c1	3%	?	5%	11%	i	0	-13%	23%	-10%
O=c1[nH]c2ccccc2n1Cc1ccc(F)cc1	-15%	5%	-3%	-6%	i	-5	-6%	-4%	-4%
Cc1cccc(C(c2sc3nc(-c4ccco4)nn3c2O)N2CCN(c3ccccc3)CC2)c1 (configuration not stated)	7%	-6%	.	8%	i	.	.	.	.
Cc1c(NC(=O)CN2C(=O)C(=O)c3ccccc32)c(=O)n(-c2ccccc2)n1C	6%	0%	4%	-2%	i	30	4%	-6%	11%
O=C1CN(C(=O)c2cc(Br)c(Br)s2)c2ccccc2N1	-24%	?	?	?	i	19	?	?	21µM*
COC(=O)C1=C(C)N(c2ccccc2)C(=S)NC1c1ccccc1C(F)(F)F (configuration not stated)	.	-15%	0%	-18%	i	-8	-1%	-89%[inhibitor]	-10%
O=C1[C@@H]2C(c3ccc(F)cc3)=NO[C@@H]2C(=O)N1Cc1ccccc1	22%	7%	-24%	-2%	i	.	24%	-32%	30%

Part of the list above, in markdown.
| canonical_smiles | ATXN2 expr inh | KB-3-1 tox | MCF10A rerep | KB-V1 MDR tox | S2 tox | IL-1B inflam inh | HT1080-NT tox | SW480 rerep | HT1080 IDH1KD tx |
| --- | --- | --- | --- | --- | --- | --- | --- | --- | --- |
| COc1cccc(NC(=O)c2csnn2)c1 | 21% | 11% | . | 12% | i | . | . | . | . |
| Cc1cc(C)cc(C(=O)OCC(=O)NCc2cccs2)c1 | 3% | ? | 5% | 11% | i | 0 | -13% | 23% | -10% |
| O=c1[nH]c2ccccc2n1Cc1ccc(F)cc1 | -15% | 5% | -3% | -6% | i | -5 | -6% | -4% | -4% |
| Cc1cccc(C(c2sc3nc(-c4ccco4)nn3c2O)N2CCN(c3ccccc3)CC2)c1 (configuration not stated) | 7% | -6% | . | 8% | i | . | . | . | . |
| Cc1c(NC(=O)CN2C(=O)C(=O)c3ccccc32)c(=O)n(-c2ccccc2)n1C | 6% | 0% | 4% | -2% | i | 30 | 4% | -6% | 11% |

(continued)
SMILES	ATXN2 expr inh	KB-3-1 tox	MCF10A rerep	KB-V1 MDR tox	S2 tox	IL-1B inflam inh	HT1080-NT tox	SW480 rerep	HT1080 IDH1KD tx
COc1cc(C(=O)N2c3ccccc3CC2C)cc(OC)c1OC (configuration not stated)	-10%	?	-1%	18µM*	?	4	-15%	5%	0%[9.24 µM]
O=C1/C(=C/c2cccs2)Sc2ccccc21	41%[activator]	1%	?	-22%	i	-10	16%	-3%	12%
CN(Cc1ccccc1)C(=O)CN1C(=O)NC(C)(c2ccc(C(C)(C)C)cc2)C1=O (configuration not stated)	-12%	3%	-2%	-14%	i	5	-13%	5%	-21%
CSCCC(NC(=O)c1ccccc1Br)C(=O)NCC(c1ccco1)N1CCCCC1 (configuration not stated)	10%	9%	4%	0%	i	-2	2%	4%	8%
COCCCNC(=O)c1c(NC(=O)Cc2coc3cc(C)ccc23)sc2c1CCCC2	72%[activator]	-17%	.	-9%	i	.	.	.	.
CCN1C(=O)[C@H]2[C@@H](c3ccc(-c4ccc(F)cc4)cc3)N[C@@](C)(C(=O)OC)[C@H]2C1=O	-15%	1%	9%	-2%	i	-12	?	-16%	14%
O=C(O)CC(NC(=O)C12CC3CC(CC(C3)C1)C2)c1ccc(OC2CCCC2)cc1 (configuration not stated)	-20%[11.3 µM]	4%	10%	-21%	i	20	?	-4%	?
Cc1cccc(OCc2nnc(SCC(=O)N(C(C)C)C(C)C)n2Cc2ccco2)c1C	-10%	-6%	?	10µM*	i	0	-12%	21µM*	?
CC(C)(C)OC(=O)N[C@H]1C=C[C@H](OC(=O)CC(=O)OCC(F)(F)F)C1	-5%	0%	-1%	0%	i	15	-2%	5%	3%
CCN(CC)S(=O)(=O)c1ccc(/C=C/C(=O)Nc2ccc(N3CCOCC3)cc2)cc1	.	-11%	3%	?	i	-7	-27%	?	-15%
COc1ccc(CCNC(=O)C2CCCN2S(=O)(=O)c2cccc3nsnc23)cc1OC (configuration not stated)	3%	-22%	1%	-9%	i	19	28%	-17%	3%
COc1ccc(C(=O)c2c3ccccc3[n+]([O-])n2CCC(N)=O)cc1	2%	2%	-13%	27%	i	5	0%	4%	14%
Cc1ccc(S(=O)(=O)N2CCN(C(=O)c3ccccc3)C2)cc1[N+](=O)[O-]	.	8%	1%	-2%	i	2	-1%	-5%	-8%
O=C(NCc1n[nH]c(=S)n1-c1ccccc1)c1ccco1	1%	0%	-8%	13%	i	-2	3%[9.24 µM]	-4%	12%
